Screening results (PubChem)
D2 PAM: D2 dopamine receptor (human) potentiation. P14416. actives 0.34% (n = 340,000). potentiation, % at 10 µM. AID 485347. HEK293 T-REx D2, calcium flux, EC20 dopamine potentiation;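 active = potentiation over 3 SD above the plate norm, cut at about 30% in these data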; note: 0% is about no effect
Target sequence (P14416 whole entry, looked up): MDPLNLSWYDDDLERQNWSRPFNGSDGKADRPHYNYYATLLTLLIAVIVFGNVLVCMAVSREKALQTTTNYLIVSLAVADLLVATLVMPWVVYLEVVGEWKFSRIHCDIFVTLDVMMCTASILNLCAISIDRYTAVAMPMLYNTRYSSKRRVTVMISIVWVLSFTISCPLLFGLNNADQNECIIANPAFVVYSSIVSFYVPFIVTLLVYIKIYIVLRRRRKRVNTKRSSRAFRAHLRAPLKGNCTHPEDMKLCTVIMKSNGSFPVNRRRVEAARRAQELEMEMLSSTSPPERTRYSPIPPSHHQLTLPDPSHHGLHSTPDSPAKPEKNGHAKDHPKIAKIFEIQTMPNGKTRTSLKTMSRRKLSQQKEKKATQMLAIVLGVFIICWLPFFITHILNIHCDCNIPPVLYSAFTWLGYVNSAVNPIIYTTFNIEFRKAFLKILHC
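Potentiation of an EC20 dopamine calcium response is measured in a force-coupled, tetracycline-inducible Hek293 Trex D2 line. Compound-only kinetic reads over 180 s flag agonists before dopamine addition.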
LDHA block: blocks human lactate dehydrogenase A; activity change, % (values are at about 110 or 230 µM); P00338; actives 0.15% (n = 480,000); purified LDHA, NADH/diaphorase-resazurin fluorescence; stronger effect = lower value; in the data active = activity change below about -30%; inconclusive = mostly about -25% to -30%;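 note: plate controls were DMSO wells for no effect and wells without enzyme for full effect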
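Resorufin fluorescence (ex540/em590), read at 0 and 20 min after diaphorase/resazurin addition, reports the NADH left after a 5 min room-temperature reaction of 2 nM human LDH5 with 0.06 mM NADH and 0.2 mM pyruvate.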
RXFP1 agonist: RXFP1 (human) receptor agonism; HEK293T-RXFP1 cAMP TR-FRET, 30 min; response scale: percent of porcine relaxin response, buffer zero; Potency, µM (top dose mostly 57.5 µM), for inactives: at the top dose activation, hits mostly activators; actives 0.3% (n = 370,000); AID 2676; note: potency is the fitted concentration of half-maximal effect; % is set by controls: 0 for no effect and ±100 for the full control effect; nearly all actives have a fitted effect of over 60% in size; many of its hits are not listed in these tables
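cAMP rise read by TR-FRET after 30 min, 37C compound exposure (up to 58 uM) in RXFP1-transfected HEK293 cells with Ro 20174 present. EC50 from Hill-equation fits, with 29 nM porcine relaxin as 100% and buffer as basal.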
Vif-APOBEC3F blk: blocks the Vif interaction with APOBEC3F; HeLa A3F-eYFP + Vif (tagged APOBEC3F with the HIV-1 protein that degrades it), YFP fluorescence increase; Potency, µM (doses to about 46.1 µM), for inactives: at the top dose activity, negative = active; actives 0.2% (n = 390,000); note: potency is the fitted concentration of half-maximal effect; % of control where 0% means no effect; nearly all actives have a fitted effect of over 65% in size
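HeLa cells stably expressing Vif plus C-terminally eYFP-tagged A3F were seeded, incubated overnight at 37 deg C, dosed with compound, incubated overnight again at 37 deg C. Yellow fluorescence (Ex 488/Em 500-530) reported blocked Vif-mediated A3F-eYFP degradation.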
D1 ag: activates the human D1 dopamine receptor. P21728. HEK293 T-REx D1 cells, calcium flux, agonist mode. activation, % at 2 µM. actives 1% (n = 360,000). AID 504660; in the data active = activation above about 30%; note: 0% is about no effect
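Agonism was scored from calcium flux recorded over 180 s (1 read/s) after pintool compound addition, following a 10-cycle baseline. Cells were inducible force-coupled HEK293 TREx D1, plated overnight at 30 C and loaded with no-wash calcium dye.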
Vif-APOBEC3G blk: Vif-A3G binding inhibition; Q9HC16; HeLa A3G-eYFP + Vif (tagged APOBEC3G with the HIV-1 protein that degrades it), YFP fluorescence, overnight; Potency, µM (titrated, usually from 46.1 µM), inactives show at the top dose activity, negative = active, most hits filed as inhibitors; actives 0.076% (n = 410,000); AID 602310;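 note: potency is the fitted concentration of half-maximal effect; % is set by controls: 0 for no effect and ±100 for the full control effect; nearly all actives have a fitted effect of over 60% in size; hits raise eYFP signal because A3G escapes Vif-driven loss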
Target sequence (Q9HC16 whole entry, looked up): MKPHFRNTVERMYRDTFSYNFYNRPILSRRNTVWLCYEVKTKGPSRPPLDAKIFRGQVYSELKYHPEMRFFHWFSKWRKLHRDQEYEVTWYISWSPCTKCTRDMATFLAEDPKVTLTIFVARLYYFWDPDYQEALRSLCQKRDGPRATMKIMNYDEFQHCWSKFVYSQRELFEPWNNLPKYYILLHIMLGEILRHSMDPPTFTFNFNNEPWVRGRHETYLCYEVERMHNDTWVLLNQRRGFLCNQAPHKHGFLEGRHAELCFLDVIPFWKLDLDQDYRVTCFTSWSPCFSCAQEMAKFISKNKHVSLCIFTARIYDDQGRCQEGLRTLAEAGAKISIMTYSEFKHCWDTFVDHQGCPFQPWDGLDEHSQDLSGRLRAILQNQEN
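HeLa cells stably expressing Vif and C-terminally eYFP-tagged A3G, seeded overnight at 37 deg C, then exposed to compound by pintool overnight at 37 deg C. Rise in yellow fluorescence (Ex 488/Em 500-530, Acumen) marks blocked Vif-driven A3G degradation.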
Glioma ERSR ind: inducers of ER stress response in human glioma cells | U87-MG GRP78 promoter luciferase reporter, 16 h | Potency, µM, for the others: at the top dose activation, usual class: activators | actives 0.02% (n = 420,000) | AID 602332; note: potency is the fitted concentration of half-maximal effect; series mostly up to about 76 µM; % of control where 0% means no effect; nearly all actives have a fitted effect of over 35% in size
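ERSR induction read as luciferase luminescence (Bright-Glo, 10 min at room temperature) in stably transfected human U87-MG glioma cells exposed to compounds for 16 h, using GRP78 as sensor.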
D1 antagonist: blocks dopamine activation of the human D1 receptor. P21728. HEK293 TREx D1 cells, calcium flux, dopamine EC80; stronger effect = lower value. activity change, negative = inhibition, % at 10 µM. actives 3.2% (n = 360,000); in the data active = activity change below about -30%; note: % is set by controls: 0 for no effect and ±100 for the full control effect
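Tetracycline-induced HEK293 T-REx cells with force-coupled D1 receptor were loaded with a no-wash calcium dye. Compound was added after a 10 s baseline and read kinetically for 180 s; EC80 dopamine was then added and calcium flux followed another 180 s.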
D1 PAM: potentiators of human D1 dopamine receptor. potentiation, % at 10 µM. actives 0.036% (n = 360,000). P21728. HEK293 TREx D1 cells, calcium flux, dopamine EC20 potentiation. AID 504651; in the data active = potentiation above about 30%; note: 0% is about no effect
The depositor's hits bear a star; ? = inconclusive; · = not tested or not shown; & = joins results of further samples; ! = a repeat was not active. Unless noted, calls come from the whole dose curve; as a rule, active = well fitted curve in the direction sought with a large enough effect; inconclusive = small, poorly fitted or top-dose-only effect, or another doubt; inactive = no such curve, though single readings can be large; an effect the other way counts as inactive or inconclusive. Some of the compounds tested. The share of hits here may be higher or lower than overall.

compound,D2 PAM,LDHA block,RXFP1 agonist,Vif-APOBEC3F blk,D1 ag,Vif-APOBEC3G blk,Glioma ERSR ind,D1 antagonist,D1 PAM
Cc1ccc(OC(=O)CCc2c(C)nc3ncnn3c2C)cc1,19,-6,6.2%,0%,-2,-4%,1%,-20,8
O=C(CSc1nnc(C2CC2)n1C1CC1)c1cccs1,·,-1,·,7%,·,9%,6%,·,·
COc1ccc(N(CC(=O)N2CCN(C)CC2)S(C)(=O)=O)cc1OC,-4,2,0.5%,2%,2,-3%,-6%,-1,-3
COc1ccc(CN(C(=O)c2cc3ccccc3oc2=O)C2CCS(=O)(=O)C2)cc1 (configuration not stated),-2&-5,-3&-2&-2,-2.7%&-3.9%,-2%&-6%,1&1,0%&-8%,1%&-1%,-7&11,0&2
COc1ccc(S(=O)(=O)N(C)CC(=O)N2CCN(Cc3ccccc3)CC2)cc1C,-5,-2,-0.9%,0%,-2,2%,-8%,2,5
CC(C)CN(CCNC(=O)CN1N=C(c2ccc(Cl)cc2)CCC1=O)CC(C)C,-10,1,2.5%,1%,0,-4%,-1%,-2,-5
CC(CCC(=O)Nc1nncs1)C(=O)O (configuration not stated),10,0,3.4%,-9%,-2,7%,2%,-21,-8
CCOc1cccc(CC(=O)NCc2ccc3c(c2)CCN3C(C)=O)c1OCC,-2,8,2.1%,-8%,0,0%,-1%,29,-2
CCOC(=O)C1=C(C)NC(=O)NC1c1ccc(OC)c(CN2CCOCC2)c1 (configuration not stated),-8,-5,-0.1%,-5%,-2,-13%,-5%,2,1
CCC(C)SCc1nc2ccccc2[nH]1 (configuration not stated),9,-2,2.1%,8%,4,9%,1%,6,6
Cc1cc(C)c2c(CC(=O)Nc3ccc(S(=O)(=O)Nc4ncccn4)cc3)coc2c1,8,-3,-3.7%,-6%,2,0%,0%,-3,0
COc1cc(OC)c2ccc(=O)oc2c1C(CCN1CCCC1)c1ccc(N(C)C)cc1 (configuration not stated),-4,1,0.0%,4%,1,0%&2%,-4%&-5%,1,-11
COc1cc(OC)cc(C(=O)Nc2ccc(N3CCOCC3)cc2N2CCOCC2)c1,-8,2,-0.3%,-5%,-1,-1%,-1%,-52*,-3
CCOC(=O)c1ccc(NC(=O)c2cc(OC)c(OC)c(OC)c2Br)cc1,2,1,0.8%,2%,2,-1%,1%,-2,-6
CN(CC(=O)Nc1ccccc1Cl)C(=O)CCSc1ccc(F)cc1,20,0,0.5%,-4%,20,-1%,-2%,5,-5

compound,D2 PAM,LDHA block,RXFP1 agonist,Vif-APOBEC3F blk,D1 ag,Vif-APOBEC3G blk,Glioma ERSR ind,D1 antagonist,D1 PAM
COC(=O)c1cc(OC)ccc1-c1ccc(OC)cc1,4,0,0.5%,-7%,1,-24%,1%,4,1
CCCCCCCCCCOC(=O)Cn1c(COc2ccccc2)[n+](C)c2ccccc21,-9,-15,6.0%,2%,124*,2%,-13%,-42*,-10
CC(=O)N(c1ccccc1)C1CCCC1,-4,-3,2.6%,-7%,1,-4%,-3%,0,-6
O=[N+]([O-])c1ccc(-c2nnc3cccc(Cl)n23)cc1,15,1,3.5%,-2%,2,-12%,0%,-5,-2
CCCCOC(=O)c1ccc(NC(=O)c2c(Cl)ccc(Cl)c2OC)cc1,1,-4,1.9%,0%,8,2%,-4%,-14,-5
C[C@@H]1CN([C@H](C)CO)S(=O)(=O)c2ccc(C#Cc3ccccc3)cc2O[C@H]1CN(C)C(=O)Nc1ccc2c(c1)OCO2,·,5,·,-5%,·,2%,-2%,·,·
CCCCn1cc(S(=O)(=O)c2ccc(F)cc2)c(=O)c2ccccc21,3,-8,0.4%,-11%,0,1%,-3%,12,-2
COC(=O)c1ccc(OCC(O)CN2CCN(CC(O)COc3ccc(C(=O)OC)cc3)CC2)cc1 (configuration not stated),10,-1,1.9%,1%,13,2%,-3%,-22,-1
Cc1c(C(=O)NCc2ccccc2Cl)sc2nc[nH]c(=O)c12,-7,-1,1.1%,2%,0,-7%,-5%,-20,-4
CSc1nnc(N2C(=O)C(O)=C(C(=O)c3ccco3)C2c2ccccc2F)s1 (configuration not stated),3,-6,?,-10%,98*,-16%,1%,-1,2
O=C(CSc1nncn1-c1ccccc1)N1CCCC1,6,-9,0.1%,8%,1,3%,3%,1,-3
Cc1ccc(NC(=O)CCC(=O)N/N=C/c2cccnc2)cc1,3,-2,0.8%,-9%,3,0%,2%,-14,1
CCc1ccc(CN(C)C(=O)c2cc(S(=O)(=O)N3CCN(CC)CC3)ccc2Cl)cc1,0,-7,-0.9%,-5%,3,2%,2%,6,-3
Cc1cc(=O)n2c(n1)OC(CO)C2 (configuration not stated),14,-1,2.0%,-5%,3,1%,-2%,-5,2
CS(=O)(=O)N(CC(=O)N1CCCC1)c1ccc(Cl)c(Cl)c1,-11,-7,-0.5%,-12%,-1,0%,-2%,-6,-6

compound,D2 PAM,LDHA block,RXFP1 agonist,Vif-APOBEC3F blk,D1 ag,Vif-APOBEC3G blk,Glioma ERSR ind,D1 antagonist,D1 PAM
COc1ccc(C(=O)NNC(=O)OC(C)(C)C)cc1,0,-5,0.0%,0%,2,3%,0%,12,2
CCOC(=O)[C@H]1[C@H]2COc3ccc(OC)cc3[C@@H]2N2C(=O)c3ccc(Cl)cc3NC(=O)[C@@]12C,2,0,-0.5%,1%,3,-4%,-1%,7,-6
COc1ccc(NC(=O)CN(C)CC(=O)Nc2ccc3c(c2)CCC3)cc1,-1,2,0.7%,21%,1,-1%,0%,0,9
C=CCn1c(SCc2c(C(=O)OC)sc(N)c2C(=O)OC)nnc1-c1ccc(Cl)cc1,3,-3,-0.4%,2%,-1,-4%,-7%,5,-4
O=c1c2ccccc2nc(N2CCN(c3cccc(Cl)c3)CC2)n1-c1ccccc1,-14,2,1.7%,-12%,3,-4%,-3%,12,0
CC1CCN(C(=O)COc2ccccc2F)CC1,0,-6,-0.7%,-21%,1,-2%,0%,0,-2
Cc1ccccc1OCC(=O)NCCNC(=O)c1ccncc1,1,-1,0.3%,-25%,0,2%,-6%,2,4
N#Cc1ccc(C(=O)Nc2ccn(-c3ccccc3)n2)cc1,-7,-2,2.0%,0%,1,1%,-3%,5,2
CC1CC(C)CN(C(=O)COC(=O)c2ccc3c(c2)C(=O)N(Cc2ccco2)C3=O)C1 (configuration not stated),5,0,-0.8%,0%,2,-6%,-3%,6,0
COCCCNc1ncnc2sc3c(c12)CCC(C)C3 (configuration not stated),1,3,1.4%,-21%,-1,-1%,6%,3,1
Cc1ccc(C)c(NC(=O)CN(C)S(=O)(=O)c2ccc(F)cc2)c1,1,2,-0.8%,-10%,1,-4%,0%,1,-5
Cc1ccc(-c2noc(-c3ccccc3F)n2)cc1,-8,-6,-0.6%,0%,1,-2%,-3%,11,1
O=C(C1CCN(c2ccc(N3CCOCC3)nn2)CC1)N1CCc2ccccc2C1,19,-1,4.3%,-4%,1,2%,-2%,-10,4
COC(=O)c1c(NC(=O)CSc2nnnn2C)sc(C)c1C,-6,1,0.8%,-1%,0,-2%,-3%,-6,4
Cc1ccc(Cl)c(NC(=O)COC(=O)CNS(=O)(=O)/C=C/c2ccccc2)c1Cl,-7,-7,0.2%,-7%,1,0%,-3%,1,0

compound,D2 PAM,LDHA block,RXFP1 agonist,Vif-APOBEC3F blk,D1 ag,Vif-APOBEC3G blk,Glioma ERSR ind,D1 antagonist,D1 PAM
CC1CCCN(c2cc3c(cc2F)c(=O)c(S(=O)(=O)c2cccc(Cl)c2)cn3C)C1 (configuration not stated),-13,4,11%,0%,3,0%,-4%,-5,5
NS(=O)(=O)c1ccc(O)c(N2C(=O)c3cccc4c(C(=O)c5ccccc5)ccc(c34)C2=O)c1,5,·,-2.2%,·,3,·,·,-2,-1
Cc1ccc(S(=O)(=O)Oc2ccccc2/C=N/N=C(N)N)cc1,-13,0,-0.6%,0%,1,1%,-7%,87,-3
CCc1ccc(C(=O)N/N=C/c2ccc(Cl)cc2Cl)nc1,-18,·,-1.0%,·,1,·,·,10,9
COc1ccc(S(=O)(=O)c2c(O)c(C)cc(NS(=O)(=O)c3ccc(Cl)cc3)c2C(C)C)cc1,-6,-5,-0.4%,0%,1,-3%,-3%,4,-5
Cc1ccc(COn2c(-c3ccc(Cl)cc3Cl)nc3ncccc32)cc1,17,4,0.3%,-1%,0,-16%,-4%,-14,-6
O=C(COC(=O)C(Cc1c[nH]c2ccccc12)NC(=O)c1ccc(Cl)cc1)c1ccc(Cl)cc1 (configuration not stated),-10,-10,1.2%,0%,3,3%,-1%,-6,-1
Cc1[nH]n(C)c(=O)c1C(=O)c1c(-c2ccccc2Cl)noc1C,3,0,1.4%,-17%,-1,?,1%,1,-6
O=C(COC(=O)c1cc(NS(=O)(=O)c2cccs2)ccc1O)Nc1ccc(F)c(F)c1F,12,-5,-0.6%,-32%,4,-6%,-4%,-14,7
CCN(Cc1ccccc1)S(=O)(=O)c1ccccc1Br,·,2,·,2%,·,-4%,-3%,·,·
COc1cccc(/C=C2\SC(=O)N(CCC(=O)NNC(=O)c3ccccc3Cl)C2=O)c1,-12,-2,-1.2%,-5%,7,0%,0%,5,-7
COc1ccc([C@H]2CC(=O)C=C(c3ccc(OC)c(OC)c3)C2)cc1,1,7,1.2%,1%,1,-1%,-1%,-13,-3
COc1ccc(CCCc2nnc(SCC(=O)Nc3cc(F)ccc3C)o2)cc1,6,-1,3.2%,0%,13,3%,-3%,-8,-3
O=C1NCCN(Cc2c(F)cccc2Cl)C1CC(=O)N1CCCCO1 (configuration not stated),15,3,-2.2%,-1%,3,-1%,-1%,2,-1
Cc1ccc(NC(=O)CCn2c(=O)c3cccn3c3ccccc32)cc1C,-17&6,-5&-4,1.1%&-1.6%,5%&-1%,3&13,-4%&-13%,0%&-5%,-37*!,3&-2
CCN1CCN(CCCNC(=O)c2ccc3nc(Cc4ccc(OC)cc4)oc3c2)CC1,-8,0,0.2%,?,5,1%,-3%,-1,0
